# ALOX12 inhib = 12-hLO (ALOX12) enzyme inhibition; P18054; purified 12-hLO, xylenol orange hydroperoxide absorbance; Potency, µM (titrated, usually from 57.1 µM), for inactives: top-dose activity change, negative = inhibition, most hits filed as inhibitors; 0.12% of 150,000 active; further: potency means the concentration at half of the fitted maximal effect; nearly all actives have a fitted effect of over 55% in size; many of its hits are not listed in these tables
#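 Hydroperoxide output read as Fe(III)-xylenol orange absorbance, 573-to-405 nm ratio, after 30 min reaction with 40 uM arachidonic acid. Enzyme: 150 nM purified human 12hLO, 15 min compound preincubation; 25 mM Hepes pH 7.0, room temperature.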
# PNC inhibitor = inhibitors of perinucleolar compartment assembly | activity change (PNC), negative = inhibition, % at 10 µM | 3.1% of 140,000 active | PC3M PTB-GFP, PNC prevalence imaging, 16 h; stronger effect = lower value;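 active means readout at or below -70, meaning at least 70% loss of cells showing the perinucleolar compartment, a nuclear body marking cancer cells; inconclusive means readout between -30 and a set limit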;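 further: plate controls were DMSO wells for no effect and camptothecin positive control wells for full effect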
#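 PC3M cells stably expressing PTB-GFP, 750–1000 cells/well, treated 16 h at 37 °C with compound (23 nl of library stock), in duplicate. After paraformaldehyde fixation and Hoechst stain, imaged at 20x; PNC prevalence scored by image analysis.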
# ALOX15B inhib = 15-hLO-2 (ALOX15B) enzyme inhibition | 0.56% of 110,000 active | AID 881 | Potency, µM (doses to about 57.1 µM), for the others: at the top dose activity change, negative = inhibition, actives largely listed as inhibitors | purified 15hLO-2, xylenol orange hydroperoxide absorbance; further: potency means the concentration at half of the fitted maximal effect; nearly all actives have a fitted effect of over 60% in size; many of its hits are not listed in these tables
# Target sequence (O15296 whole entry, looked up): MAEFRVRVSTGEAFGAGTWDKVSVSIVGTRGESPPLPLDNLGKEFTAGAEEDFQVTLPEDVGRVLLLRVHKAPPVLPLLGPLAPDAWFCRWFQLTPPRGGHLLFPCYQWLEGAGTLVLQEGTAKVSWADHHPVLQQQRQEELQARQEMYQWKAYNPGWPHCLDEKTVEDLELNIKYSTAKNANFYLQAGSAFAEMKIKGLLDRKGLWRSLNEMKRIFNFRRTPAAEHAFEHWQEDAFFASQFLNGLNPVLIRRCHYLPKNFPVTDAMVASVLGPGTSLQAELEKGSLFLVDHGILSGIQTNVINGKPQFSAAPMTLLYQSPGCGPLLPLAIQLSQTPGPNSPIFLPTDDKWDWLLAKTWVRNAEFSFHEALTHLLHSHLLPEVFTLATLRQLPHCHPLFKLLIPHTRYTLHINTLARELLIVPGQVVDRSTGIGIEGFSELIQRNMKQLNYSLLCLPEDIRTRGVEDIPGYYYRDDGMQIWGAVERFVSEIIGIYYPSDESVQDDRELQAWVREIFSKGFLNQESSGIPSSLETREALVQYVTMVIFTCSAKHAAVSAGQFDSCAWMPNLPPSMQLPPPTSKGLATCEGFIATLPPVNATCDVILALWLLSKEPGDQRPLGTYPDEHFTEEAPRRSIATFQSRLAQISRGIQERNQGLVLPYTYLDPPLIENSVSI
#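 Purified human 15hLO-2 (50 nM final) preincubated with compounds 15 min at room temperature in 25 mM Hepes pH 7.5, 0.01% Triton X-100, then 45 uM arachidonic acid added for 90 min; hydroperoxide detected via ferrous/xylenol orange, 573/405 nm absorbance ratio.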
# IMPase cell inh = IMPase inhibition in cells | P97697 | CHO-M1 cells, IP1 accumulation, HTRF TR-FRET ratio | inhibition (IP1 accumulation), % at 46.1 µM | AID 901 | 120,000 tested, under 10 active; active means well fitted curve in the direction sought with a large enough effect in the signal ratio, not every such curve was filed as active; inconclusive means small, poorly fitted or top-dose-only effect, or a change in a side signal; inactive means no such curve, though single readings can be large or run the other way; the % refers to the signal ratio;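 further: cells stimulated with carbachol in lithium chloride buffer; plate controls were DMSO basal wells for no effect and reference inhibitor wells for full effect; higher means more IMPase inhibition seen as more IP1 and lower FRET ratio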
# Target sequence (P97697 whole entry, looked up): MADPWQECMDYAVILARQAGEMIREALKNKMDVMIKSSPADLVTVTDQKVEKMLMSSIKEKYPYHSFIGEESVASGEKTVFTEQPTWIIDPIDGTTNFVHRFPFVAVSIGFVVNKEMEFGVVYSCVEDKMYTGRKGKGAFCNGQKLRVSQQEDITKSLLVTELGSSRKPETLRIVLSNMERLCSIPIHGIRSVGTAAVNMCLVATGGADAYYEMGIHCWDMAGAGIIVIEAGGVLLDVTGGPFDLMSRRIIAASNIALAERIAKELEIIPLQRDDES
#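 Seeded CHO-M1 cells were dosed with compound at up to 46 uM, stimulated with carbachol for 30 min, then lysed in IP-One detection reagents. Higher IP1 lowers the TR-FRET signal.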
# Starred values were filed as active, the others as inactive; ? = inconclusive; nt = no result given; & = joins results of further samples; [ ] = remark or other dose. Unless noted, the call rests on the fitted dose curve; in most records, active means well fitted curve in the direction sought with a large enough effect; inconclusive means small, poorly fitted or top-dose-only effect, or another doubt; inactive means no such curve, though single readings can be large; an effect the other way counts as inactive or inconclusive. Unless noted, on the % scale 0 is the no-effect control and ±100 the full control effect.
# Fields: IMPase cell inh | PNC inhibitor | ALOX12 inhib | ALOX15B inhib
COc1cc(C2=NOC(C(=O)N3CCCCCC3)C2)cc(OC)c1OC (stereo not drawn)
    -16.5 | -25.7 | -3.6% | 2.6%
c1ccc(COc2nsnc2N2CCOCC2)cc1
    -0.6 | -26.8 | -1.1% | -10.0%
CON/C=C(\C=Nc1ccc(C(F)(F)F)cc1)c1ncc(C(F)(F)F)cc1Cl
    ? | -12.2 | 2.6% | nt
COC(=O)c1oc2ccc(Br)cc2c1NC(=O)CCCN1C(=O)c2ccccc2C1=O
    -7.6 | 29.5 | 2.1% | -21.7%
COc1cccc(Cn2nnc(C(=O)Nc3ccc(C)cc3)c2N)c1
    2.1 | -29.0 | 5.0% | -1.1%
Cc1cccc2cc(CN(CCN3CCOCC3)C(=O)Nc3ccccc3F)c(=O)[nH]c12
    4.6 | 148.7 | 1.7% | nt
CC1(C)C2CCC1(C)C(OC(=O)CC(=O)O)C2 (stereo not drawn)
    -14.6 | ? | -1.7% | 13.3%
COc1ccc2c(c1)-c1c(sn(-c3ccccc3)c1=S)C(C)(C)N2
    nt | ? | -3.7% | nt
O=C(CSc1nnc(-c2ccc(Br)cc2)n1CCc1ccccc1)NC1CCS(=O)(=O)C1 (stereo not drawn)
    nt | ? | -1.4% | nt
CCC(C)Oc1nc(C)cc(C)c1S(=O)(=O)c1ccccc1C (stereo not drawn)
    6.0 | 12.1 | -1.6% | nt
COc1ccc(CNc2ccc(C(=O)O)cc2)cc1
    7.9 | -27.9 | -3.6% | -2.7%
O=C(NCCN1CCN(C(=O)c2cccs2)CC1)c1cccs1
    -3.1 | 24.5 | -8.5% | 0.9%[2.29 µM]
CNC(=O)NC(=O)COC(=O)CCCSc1nc2ccccc2s1
    nt | 16.1 | 0.9% | nt
O=c1c2cc3c(cc2[nH]c(=S)n1Cc1ccco1)OCO3
    7.1 | ? | -10.3% | 6.0%
CCn1c(COc2ccc(Cl)cc2)nnc1SCc1nc2ccccc2[nH]1
    6.2 | -7.6 | -12.3% | 48.2%[activator]
Cc1ccc(C(C)C)c2oc(=O)cc(-c3ccc(-c4ccc(C(F)(F)F)cc4)cc3)c12
    nt | nt | -3.2%[0.00818 µM] | 0.0%[0.0915 µM]
COc1ccc(N2C(=O)CC(N3CCC(C(N)=O)CC3)C2=O)cc1 (stereo not drawn)
    -0.4 | 19.9 | 1.0% | -24.6%
COc1ccc(S(=O)(=O)NN=C2CCCC2)cc1
    -7.0 | 61.2 | 4.8% | -7.7%
COc1ccccc1-n1cnc2cc(NCc3ccco3)ccc21
    -0.9 | ? | 3.8% | 29.4%
O=C(CCCC(=O)N/N=C\c1ccccn1)N/N=C\c1ccccn1
    nt | -1.4 | -0.7% | nt
Cc1nc2sc(C)c(C)c2c(=O)[nH]1
    -2.3 | 16.8 | 6.9% | 1.4%
COc1nccnc1NS(=O)(=O)c1ccc(NC(=S)NC(=O)c2ccc(F)c(F)c2)cc1
    -4.9 | -14.8 | ? | nt
COc1ccc(/C(C)=N\NS(=O)(=O)c2ccccc2)cc1OC
    nt | -10.1 | -2.3% | nt
Cc1nc(N)nc(OCC(F)(F)C(F)F)c1Br
    -0.3 | -6.6 | -0.6% | 10.1%
CNC(=S)NNC(=O)Cc1ccccc1
    1.2[1.84 µM] | ? | 8.6% | -2.3%[11.4 µM]
CCCS(=O)(=O)c1c(S(=O)(=O)CCC)c2cnccn2c1C(=O)c1ccc(F)cc1
    -15.0 | 16.2 | -1.3% | -3.0%
O=C(Nc1ccccc1)c1ccccc1Oc1ccc(C(F)(F)F)cc1[N+](=O)[O-]
    nt | 81.2 | -0.6% | nt
CCOC(=O)c1ccc(NC(=O)CN2CCN(CCN=CC3=C(O)CC(C)(C)CC3=O)CC2)cc1
    11.2 | 35.6 | 1.9% | nt
O=C(CSc1c[nH]c2ccccc12)NCc1ccc2c(c1)OCO2
    3.3 | -18.4 | -4.1% | -2.3%
COc1ccc(-c2nc(=S)c3c(n2CCN2CCOCC2)CC(C)(C)OC3)cc1
    -11.4 | 3.4 | 5.4% | -16.0%
O=C(N/N=C/c1cn(-c2cccs2)nc1-c1ccccc1)c1ccccc1O
    nt | ? | 1.1% | nt
CCC1=Nc2ccccc2NC2=C1C(=O)CCC2
    0.5 | -28.8 | -20.2% | -25.6%
CN(c1ccccc1)S(=O)(=O)c1ccc(Cl)c(C(=O)Nc2ccc(-c3nc4ccccc4[nH]3)cc2)c1
    nt | ? | 1.0% | nt
O=C(NCC1CCCO1)C1CCC(CNS(=O)(=O)c2ccccc2)CC1 (stereo not drawn)
    -3.8 | -18.7 | 1.8% | 11.2%[2.29 µM]
Cc1cc(N)n2ncc(-c3ccc(Cl)cc3)c2n1
    -0.3 | 36.4 | 0.2% | 8.6%
COc1ccc2c(C)cc(SCc3c(C)noc3C)nc2c1
    3.1 | -111.0* | -2.8% | 12.1%
Cc1ccc(C)c(OCC(=O)Nc2c[nH]c(=O)[nH]c2=O)c1
    nt | 17.8 | 1.0% | nt
CCC/C=C(\CCC)C(NC(=O)c1ccc(C(=O)OC)cc1)c1ccc(C(=O)OC)cc1 (stereo not drawn)
    nt | nt | -2.2% | -2.7%
CCSc1ccccc1C(=O)N1CCN(Cc2ccc3c(c2)OCO3)CC1
    2.3 | 43.0 | -9.8% | 1.9%
O=c1cc(-c2ccccc2)[nH]c2ccccc12
    8.6 | ? | -7.8% | -1.7%
COc1ccc(CCNC(=O)CSc2cn(Cc3cccc(C)c3)c3ccccc23)cc1OC
    nt | ? | -4.6% | nt
COc1ccc2c(c1)C(NC(=O)C(F)(F)F)CC2=O (stereo not drawn)
    -1.7 | ? | 6.9% | -2.8%
Cc1ccc(S(=O)(=O)/N=C2\SC(CC(=O)Nc3ccc(F)cc3)C(=O)N2c2ccccc2)cc1 (stereo not drawn)
    nt | 20.2 | -2.1% | nt
CC1CCN(S(=O)(=O)c2ccc(-c3nnc(SCc4cccnc4)o3)cc2)CC1
    5.5 | -13.0 | 3.9% | 3.0%
Cn1cc(Cl)c(C(=O)N/N=C/c2ccc(OS(=O)(=O)c3ccccc3)cc2)n1
    5.3 | -100.0* | 9.5% | nt
COc1ccccc1NC(=S)N(Cc1ccccc1)Cc1ccccn1
    nt | -19.6 | -0.5% | nt
COc1cc(O)c2c(O)c3c(c4c2c1[C@@]1(C4)C(C)=CCCC1(C)C)[C@H](O)[C@@]1(O)CC(=O)C(C(N)=O)=C(O)[C@]1(O)C3=O
    nt | nt | -27.9%[11.4 µM] | ?
NS(=O)(=O)c1cc(C2(O)NC(=O)c3ccccc32)ccc1Cl (stereo not drawn)
    nt | 9.9 | -0.4%&-0.7% | -6.0%
CCOc1ccc2nc(NC(=O)CSc3nc4c(c(=O)n(C)c(=O)n4C)n3C(C)C)sc2c1
    3.9 | ? | -3.6% | -22.5%
CCOC(=O)c1c(-c2cccc([N+](=O)[O-])c2)csc1N
    nt | -11.9 | -8.7% | nt
CC1CC(C)CN(C(=O)COC(=O)CCc2nc3ccccc3c(=O)[nH]2)C1 (stereo not drawn)
    nt | -4.4 | 1.8% | nt
COc1ccccc1Cn1nnc2c(=O)[nH]c(C3CCN(C(=O)c4ccc(F)cc4)CC3)nc21
    3.1 | 27.2 | -5.1% | -0.2%
CC1CCN(c2oc(Cc3cccc4ccccc34)nc2C#N)CC1
    15.2 | -3.4 | -5.9% | -10.8%
COc1ccc(CNC(=O)c2ccc(S(=O)(=O)N3CCCC3)cc2)cc1OC
    -0.7 | -3.9 | 1.9% | 7.4%
Cc1cccc(Nc2nnc(-c3ccc(C(=O)N4C[C@H]5C[C@H](C4)c4cccc(=O)n4C5)cc3)c3ccccc23)c1
    6.4 | -14.8 | -5.3% | 3.2%
Clc1cccc(Cl)c1COc1ccncc1
    12.9 | 41.0 | -0.2% | nt
COc1ccc(C2NC(=O)NC(C)=C2C(=O)Nc2cccc(C)c2C)cc1 (stereo not drawn)
    -7.1 | -17.2 | -4.1% | 2.1%
Cc1cccc(N(CC(=O)NCc2ccc3c(c2)OCO3)C(=O)CCC(=O)Nc2ccccn2)c1
    3.3 | 0.6 | -1.5% | 1.1%
CCc1ccc(C(=O)COC(=O)CNC(=O)c2ccc(N3C(=O)c4ccccc4C3=O)cc2)cc1
    0.6 | 20.2 | 4.7% | ?
CCOc1cc(N2CCCC2)ccc1[N+](=O)[O-]
    nt | 4.0 | -2.8% | nt

# Sorted by molecular weight (smallest number first): 7 of the compounds above.
# Fields: IMPase cell inh | PNC inhibitor | ALOX12 inhib | ALOX15B inhib
Clc1cccc(Cl)c1COc1ccncc1
    12.9 | 41.0 | -0.2% | nt
CC1CCN(c2oc(Cc3cccc4ccccc34)nc2C#N)CC1
    15.2 | -3.4 | -5.9% | -10.8%
COc1ccccc1NC(=S)N(Cc1ccccc1)Cc1ccccn1
    nt | -19.6 | -0.5% | nt
CC1CC(C)CN(C(=O)COC(=O)CCc2nc3ccccc3c(=O)[nH]2)C1 (stereo not drawn)
    nt | -4.4 | 1.8% | nt
COc1ccccc1Cn1nnc2c(=O)[nH]c(C3CCN(C(=O)c4ccc(F)cc4)CC3)nc21
    3.1 | 27.2 | -5.1% | -0.2%
Cc1cccc(Nc2nnc(-c3ccc(C(=O)N4C[C@H]5C[C@H](C4)c4cccc(=O)n4C5)cc3)c3ccccc23)c1
    6.4 | -14.8 | -5.3% | 3.2%
COc1cc(O)c2c(O)c3c(c4c2c1[C@@]1(C4)C(C)=CCCC1(C)C)[C@H](O)[C@@]1(O)CC(=O)C(C(N)=O)=C(O)[C@]1(O)C3=O
    nt | nt | -27.9%[11.4 µM] | ?

# (cont.)
# Fields: IMPase cell inh | PNC inhibitor | ALOX12 inhib | ALOX15B inhib
O=C(CN1CCN(Cc2ccccc2)C1=O)NCCCN1CCOCC1
    8.7 | -11.8 | -5.9% | 6.8%
COc1ccc(N(CN2C(=O)C3CC=CCC3C2=O)C(=O)c2ccco2)cc1 (stereo not drawn)
    -4.5 | 40.7 | 3.6% | -2.3%
Cc1ccc(C(C)C)cc1C(=O)CC1(O)C(=O)N(C)c2ccccc21 (stereo not drawn)
    -1.5 | 7.0 | -5.3% | -7.2%
CCn1c(=N)c(S(=O)(=O)c2ccc(F)cc2)cc2c(=O)n3ccccc3nc21
    4.0 | 9.9 | -5.5% | ?
Cc1nc2ncnn2c(C)c1CCC(=O)N1CCN(c2ccccn2)CC1
    1.2 | ? | -2.8% | -4.0%
Nc1cc(=O)[nH]c(SCc2nc3ccccc3n2Cc2ccccc2)n1
    3.7 | 1.3 | -2.5% | 18.8%
Cc1nn(CC#N)c(=O)n1-c1ccc(F)cc1
    ? | -1.6 | -2.8% | -3.2%
COc1ccc(CN2CCN(S(=O)(=O)c3ccccc3)CC2)cc1Br
    3.4 | -1.0 | -8.6% | 5.3%
COC(=O)CN(c1nc(C)cc(OC)n1)S(=O)(=O)c1ccc(C)cc1
    -4.8 | 40.9 | -6.2% | 6.0%
O=[N+]([O-])c1cc(C(F)(F)F)ccc1NCCc1c[nH]c2ccc(O)cc12
    -0.1 | -29.8 | -2.9% | -18.1%
CC(C)(C)c1ccc(NS(=O)(=O)c2ccc(N)cc2)cc1
    nt | nt | 3.8%[11.4 µM] | 1.9%[11.4 µM]
Clc1ccc2nc(CSc3nnc4ccccn34)cn2c1
    -5.4 | ? | 0.1% | 13.7%
CC1Cc2ccccc2N1Cc1nc2scc(-c3cccs3)c2c(=O)[nH]1 (stereo not drawn)
    -9.0 | -3.6 | -12.8% | ?
COc1cc2c(C(=O)NC3CCCCCC3)cn(C)c(=O)c2cc1OC
    -1.7 | 6.4 | 3.7% | 1.4%
Cc1cccc(-n2c(C)n[nH]c2=S)c1
    -1.0 | 129.0 | 3.0% | 4.1%
O=C(CSc1ncn[nH]1)NCCCc1ccccc1
    19.3 | ? | 0.7% | 1.4%

# High-throughput results: PubChem BioAssay, National Center for Advancing Translational Sciences (NCATS)
